# TbREL1 inh: TbREL1 RNA ligase inhibitors, primary screen, biochemical, FRET fluorescence; RNA-editing ligase 1, mitochondrial (Trypanosoma brucei brucei), P86926; TbREL1 RNA ligation; inhibition, % at 9.66 µM; actives 0.49% (n = 89,000); AID 1117264, 2014;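 active means inhibition above the mean inhibition across all screened compounds plus 3 SD, cut at about 11% in these data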;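 further: 0% = plate median of test wells and 100% = NSC42067 control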
# Target sequence (P86926 whole entry, looked up): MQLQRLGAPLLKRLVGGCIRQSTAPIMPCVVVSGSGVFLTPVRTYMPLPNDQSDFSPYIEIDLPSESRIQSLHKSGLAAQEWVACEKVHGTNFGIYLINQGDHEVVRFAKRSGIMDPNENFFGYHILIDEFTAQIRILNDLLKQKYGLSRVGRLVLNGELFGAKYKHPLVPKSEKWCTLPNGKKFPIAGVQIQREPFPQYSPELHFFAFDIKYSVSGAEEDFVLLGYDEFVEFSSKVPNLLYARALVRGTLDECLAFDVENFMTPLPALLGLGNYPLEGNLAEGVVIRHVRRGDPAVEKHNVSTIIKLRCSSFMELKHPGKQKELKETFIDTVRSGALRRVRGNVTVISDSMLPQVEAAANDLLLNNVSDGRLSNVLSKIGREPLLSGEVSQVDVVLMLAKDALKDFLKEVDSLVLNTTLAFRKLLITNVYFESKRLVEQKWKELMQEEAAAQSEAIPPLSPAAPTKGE
# * marks the source's active call; other numbers are inactive results. Only part of the results is shown, so the mix of outcomes need not match the whole.
TbREL1 inh | Structure
0 | CCCc1nnc(SCC(=O)Nc2cccc(C(F)(F)F)c2)o1
-4 | CCOCCCNc1nc2c(c(=O)[nH]c(=O)n2C)n1CCCc1ccccc1
0 | C=CCOc1ccccc1CN(CCc1ccccc1)C(=O)c1cccc(S(C)(=O)=O)c1
4 | CC1(C(=O)NS(=O)(=O)C2CC2)CCCN(C(=O)c2ccccc2C(F)(F)F)C1 (stereo not given)
4 | C=C1CCN([C@@H](CC(C)C)C(=O)Nc2nc3ccc(Cl)cc3s2)S(=O)(=O)c2ccccc21
3 | O=C(CCl)NC1CCCc2ccccc21 (stereo not given)
-2 | Cc1ccc2oc(=O)c(/C=C(\O)c3sc(C)nc3C)nc2c1
1 | Cc1ccc(C(=O)N/N=C\c2ccc(-c3ccc([N+](=O)[O-])cc3)o2)cn1
0 | COC(=O)c1c(NC(=O)c2ccccc2F)sc2c1C(C(=O)OC)CC2 (stereo not given)
4 | Cc1nn(Cc2nc(-c3cccs3)no2)c(C)c1Br
0 | COc1ccc(Cc2nnc(SCC(=O)Nc3ccc(C)cc3)n(N)c2=O)cc1
2 | O=C(CNC(=O)c1ccc(Oc2ccccc2)cc1)OC1CCCCC1=O (stereo not given)
-7 | CC(=O)Nc1n[nH]c(=S)s1
-1 | CCCN(CC(=O)Nc1ccccc1C)C(=O)C1CC(=O)N(c2ccc(C)cc2)C1 (stereo not given)
-1 | CN(Cc1ccccc1)C(=O)C1CCN(S(=O)(=O)c2ccc(-n3cnnn3)cc2)CC1
-7 | COc1ccccc1/C(C)=N/NC(=S)NCc1ccccc1
4 | O=C(NS(=O)(=O)Oc1ccccc1F)OC[C@@H]1CCCN2CCCCC12 (stereo not given in full)
-2 | O=C(N/N=C\c1cn[nH]c1-c1ccccc1)c1ccc([N+](=O)[O-])cc1
1 | COc1ccc(OCCn2cnc(Cl)c2Cl)cc1
-1 | COCCN(C(=O)CSc1nnc(Nc2ccccc2F)s1)c1c(N)n(Cc2ccccc2)c(=O)[nH]c1=O
3 | CCOC(=O)C1CCN(CCC(=O)Nc2cc(C)ccc2C)CC1
2 | CC(C)CNC(=O)COC(=O)c1cc(S(=O)(=O)N2CCCCC2)ccc1N1CCOCC1
0 | CNC[C@@H]1OCc2ccccc2-c2c(n(C)c3ccccc23)C(=O)N([C@H](C)CO)C[C@H]1C
-2 | Cc1nc2ccccc2n1CCc1nc2c3ccccc3nc(=S)n2[nH]1
-6 | CCOC(=O)C1=C(O)CSC1=Nc1cccc(Cl)c1
0 | O=C(NCc1ccc(C(=O)NC2CCCC2)cc1)c1cccc(Br)c1
3 | CCCCNC(=S)N=Nc1c(O)[nH]c2ccccc12
-5 | COc1ccccc1N1CCN(/N=C/C(Cl)=C/c2ccccc2)CC1
0 | COc1ccc(S(=O)(=O)N2CCC(C(=O)NCc3ccc(C)cc3)CC2)cc1
-3 | CC(C)COc1ccc(C(=O)NC(CC(C)C)C(=O)O)cc1 (stereo not given)

# The list goes on:
TbREL1 inh | Structure
2 | Cc1cc(SCC(=O)NC2CCCCC2)nc2ccccc12
1 | O=C(NCC1CCCO1)c1ccc(CS(=O)(=O)c2ccc(Cl)cc2)o1 (stereo not given)
-2 | Fc1ccc(Cn2nnnc2C(c2cccs2)N2CCN(C3CCCCC3)CC2)cc1 (stereo not given)
2 | Cc1cccc(CCNC(=O)c2cc3ccccn3n2)c1
7 | COc1ccc(NS(=O)(=O)c2cccc3cccnc23)cc1
-1 | O=C(COC(=O)C1=NNC(=O)CC1)NCCc1ccccc1
4 | COc1ccc2[nH]c3c(c2c1)CCN[C@]31C(=O)N(Cc2cn(Cc3ccccc3)nn2)c2ccc(F)cc21
-1 | CC12CC(NC(=O)N1c1ccc(C(=O)N3CCN(c4ccc(F)cc4)CC3)cc1)c1ccccc1O2 (stereo not given)
-1 | CCc1nc2cc(NC(=O)C3(C)CCCN(C(C)C)C3)ccc2o1 (stereo not given)
1 | CCn1c(=O)c2c(O)cc(=O)oc2c2ccccc21
5 | c1ccc(CCc2nc(-c3ccncc3)no2)cc1
-2 | COC(=O)c1ccc(CNC(=O)COC(=O)/C=C/c2ccc(OC)c(OC)c2)cc1
-1 | COc1ccc(-c2nnc(N)s2)cc1
-3 | Cc1nc2nc3c(cn2n1)C(=O)CC(C)(C)C3
-2 | Cc1ccc2c(c1)CCCN2C(=O)c1ccc2c(c1)OCO2
2 | CCCN(Cc1nnc(-c2cccs2)o1)C(=O)CN1C(=O)NC2(CCCCC2C)C1=O (stereo not given)
0 | O=C(Nc1ccc(Br)c(C(F)(F)F)c1)[C@@H]1CC=C[C@@H]2CCN(CC3CC3)C(=O)[C@@H]21
4 | COc1ccc(CNC(=O)C2CCN(S(=O)(=O)N3CCC4(CC3)OCCO4)CC2)c(OC)c1
-1 | CC1(C)Cc2c(cnn2-c2ccccc2)C(NC(=O)c2ccc[n+]([O-])c2)C1 (stereo not given)
-1 | CCOC(=O)c1c(NC(=O)CCl)sc(C(=O)N(CC)CC)c1C
1 | COc1ccc2c(c1)C(=O)N(c1ccc(C)cc1C)C(=O)C2(C)C
3 | C[C@H]1CN=C(Nc2ccccc2)N1CCCC1CCCC1
0 | CC(NC(=O)Nc1nnc(C(F)(F)F)s1)N1C(=O)C2C3C=CC(C3)C2C1=O (stereo not given)
6 | CC1CCCCN1C(=O)CCn1c(=S)oc2ccccc21 (stereo not given)
-5 | COc1ccc(-c2noc(CN3CCN(c4ccccc4)CC3)n2)cc1
0 | COc1cc(/C=C/C(=O)OCC(=O)Nc2cccc(Oc3ccccc3)c2)ccc1O
0 | O=C(COC(=O)/C=C/c1ccccc1[N+](=O)[O-])NNC(=O)c1ccc(F)cc1
-5 | COc1ccc(NC(=O)N(C)C[C@H]2Oc3c(NC(=O)c4nc5ccccc5s4)cccc3C(=O)N([C@@H](C)CO)C[C@H]2C)cc1
-1 | CNC(=S)N1CCN(c2cccc(OC)c2)CC1
0 | CCc1nnc(NS(=O)(=O)c2ccc(N=Cc3c(C)[nH]n(-c4ccc(C)c(C)c4)c3=O)cc2)s1

# The results go on.
TbREL1 inh | Structure
-1 | COc1ccc(C)cc1NC(=O)CSc1ccc(-c2cccnc2)nn1
-1 | CCCn1c(N)c(Sc2ccccc2[N+](=O)[O-])c(=O)n(CCC)c1=O
0 | CC(NC(=O)Cc1ccc(S(=O)(=O)N2CCOCC2)s1)c1ccc(Cl)c(Cl)c1 (stereo not given)
-5 | CC(NC(=O)c1ccc(C#N)cc1)C1CC2CCC1C2 (stereo not given)
-4 | COc1ccc(-c2cc(C(=O)Nc3c(C)nn(Cc4ccccc4Cl)c3C)no2)cc1OC
-7 | COc1cc(CCCN2C(=S)NC[C@@H]2c2ccccc2)cc(OC)c1OC
7 | C=C1CCN(C(Cc2ccccc2)C(=O)OC)S(=O)(=O)c2ccc(F)cc21 (stereo not given)
-1 | Cc1ccc(S(=O)(=O)N2CCN(C(=O)c3ccccn3)CC2)c(C)c1
0 | O=C(c1ccc(O)cc1)c1ccc(O)cc1O
6 | CCCCn1c(=O)n(C)c(=O)c2c3c(sc21)COC(C)(C)C3
-1 | CCSc1ccccc1C(=O)Nc1cccnc1
-1 | COC(=O)c1ccc2nc(-c3cccc(Br)c3)c(Cc3ccccc3)n2c1
2 | CCOC(=O)c1cn2nc(Oc3ccccc3)ccc2n1
4 | O=C(NCc1ccc2c(c1)CCO2)Nc1cccc(C(F)(F)F)c1
-3 | C=CC[n+]1c(-c2ccc(Cl)cc2Cl)csc1Nc1c(C)n(C)n(-c2ccccc2)c1=O
5 | O=C1c2ccccc2C(=O)N1CCc1csc(-c2ccc(F)cc2)n1
-2 | CCCCn1c(SCC(=O)NC2CC(C)(C)NC(C)(C)C2)nc2cc(S(N)(=O)=O)ccc21
-3 | O=C(NCCc1nc(-c2ccccc2Cl)no1)C1CCCCC1
-1 | CCOc1ccc(N(CC(=O)N2CCc3ccccc32)S(=O)(=O)c2c(C)noc2C)cc1
5 | COc1ccc(N(CC(=O)NCc2ccco2)S(C)(=O)=O)cc1OC
-2 | CCCCCCC1CC(CCc2nc(=S)[nH][nH]2)C(=O)O1 (stereo not given)
0 | COc1ccc(N2C(=O)CC(N3CCC(c4nc5ccccc5[nH]4)CC3)C2=O)cc1 (stereo not given)
-1 | Cc1ccc(NC(=O)c2cccc(OCc3c(C)noc3C)c2)cc1S(=O)(=O)Nc1ccccc1Cl
2 | CC(C)(C)c1cc(C(=O)NN)n(Cc2ccc(F)cc2)n1
2 | CCOC(=O)c1csc(NC(=O)c2ccccc2)n1
-1 | CCN(C[C@H]1N[C@@](C)(C(=O)OC)[C@H]2C(=O)N(C)C(=O)[C@@H]12)C(=O)Nc1ccc(C)cc1
1 | C[C@@H]1NS(=O)(=O)c2ccc(F)cc2O[C@@H]1c1ccccc1
-4 | COC(=O)C1=C(C)NC(=S)NC1c1ccc(-c2cc(Cl)ccc2Cl)o1 (stereo not given)
0 | O=C(NCCN=C1NS(=O)(=O)c2ccccc21)c1ccc2nccnc2c1
-2 | CC1(C)CC(=O)C(CC2=C(O)CC(C)(C)CC2=O)=C(O)C1

# (further entries)
TbREL1 inh | Structure
5 | COc1cccc(OCC(=O)NNC(=O)C(=O)Nc2ccc(OC)cc2OC)c1
9 | Cc1[nH]nc(N)c1-c1ccccc1
1 | O=C(CC1C(=O)NCCN1Cc1cccc(F)c1F)NC1CCCCCC1 (stereo not given)
-1 | Cc1cc(C(=O)Nc2cccc(S(=O)(=O)N3CCCCC3)c2)c2ccccc2n1
-1 | Cc1ccc(C2Oc3ccccc3C3=C2C(c2cccs2)n2ncnc2N3)cc1 (stereo not given)
2 | O=c1c2ccccc2nnn1CSc1ccc2ccccc2n1
4 | O=C(CC1NC(=S)NC1=O)c1ccc(Cl)cc1 (stereo not given)
-6 | CCc1cc(=O)oc2c(C)c(O)c(CN3CCCCC3)cc12
2 | COc1cc(-c2nc3ccccc3s2)ccc1O
2 | O=C1OC2(c3ccccc3)C3CCCC2C13
5 | CCOC(=O)N1CCN(C(=O)c2ccc(CN(c3ccccc3)S(C)(=O)=O)cc2)CC1
2 | CCC(=O)N1CCCC(C(=O)Nc2ccc3cn[nH]c3c2)CC1 (stereo not given)
1 | CCN(CC(=O)Nc1ccc(OC)cc1)C(=O)c1cc(-c2cccs2)nn1-c1ccccc1
-2 | Cc1ccc(-n2c(=O)c3cc4c(=O)n(-c5ccc(C)c(C)c5)c(=O)c4c(C(=O)c4ccc(C(=O)O)cc4)c3c2=O)cc1C
4 | COCC(=O)N1CCN(c2ccc([N+](=O)[O-])cc2)CC1
2 | O=C(NC1CCCC1)C1CCN(S(=O)(=O)c2ccccc2)CC1
-2 | CCN(C(=O)COC(=O)CNS(=O)(=O)c1ccccc1)c1ccccc1
2 | C/C(=N\NC(=O)c1cc(C)nc2ccccc12)c1ccco1
7 | CC1CCCCN1C(=O)CSc1nc(C2CC2)nc2ccccc12 (stereo not given)
-8 | CCN(CC)c1ccc(NC(=O)CSC(=O)c2ccccc2)cc1
-4 | O=C(NCc1ccc2c(c1)OCO2)c1c[nH]c2ccc(S(=O)(=O)N3CCOCC3)cc2c1=O
1 | O=C(Nc1ccccc1)c1nnsc1S(=O)(=O)c1ccc(Cl)cc1
-4 | CC1=C/C(=C/N(C)C)C(=O)O1
-3 | COc1ccc2cc(C(=O)NC3CCCCC3)c(=O)oc2c1
1 | COC(=O)CCCC1=CC2=CC(=O)C(C)(OC(=O)c3cccs3)C(=O)C2=CN1CCCOC(C)C (stereo not given)
1 | Cc1nn(-c2ccccc2)c2[nH]c(=O)c(CNCc3ccc4c(c3)OCO4)cc12
-1 | CC(=O)Nc1ccc(NC(=O)CSc2ccc(-c3ccc4c(c3)OCO4)nn2)cc1
-4 | CSc1ccc(Cl)c(C(=O)Nc2ccc(N3CCOCC3)cc2)c1
-1 | CCOC(=O)Cc1csc(NC(=O)CSc2nnc(C(C)C)n2C)n1
0 | COC(=O)CN1C(=O)[C@H]2[C@@H](c3ccc(C)o3)N3C(=O)CN(CCO)C(=O)[C@@]3(Cc3ccccc3)[C@H]2C1=O

# Next records
TbREL1 inh | Structure
1 | CCCCOc1ncnc2c1[nH]c1ccc(OCC)cc12
-3 | COc1ccc(CC(=O)NNC(=O)CN(C)S(=O)(=O)c2ccc(Cl)cc2)cc1OC
-3 | C=CCn1c(SCC(=O)c2cc(C)n(Cc3cccs3)c2C)nnc1-c1ccncc1
1 | CCC(=O)c1ccc(OCC(O)CN2C(=O)NC(C)(C)C2=O)cc1 (stereo not given)
4 | Cc1ccccc1NC(=O)CSc1nnc(CNC(=O)c2ccco2)n1C
0 | Cc1ccc(S(=O)(=O)NCC(C)n2nc(C)nc2C)cc1 (stereo not given)
2 | Cc1ccc(N2CC(C(=O)NCc3ccc4c(c3)OCO4)CC2=O)cc1C (stereo not given)
4 | COCc1cc(C)[nH]c(=O)c1C(=O)NC12CC3CC(CC(C3)C1)C2

# Screens from PubChem.
